Rac1 GTP hydrolysis = MgcRacGAP GTPase-activating activity inhibitors, confirmation, biochemical, ADP Hunter fluorescence | inhibition, % at 30 µM; hits with a dose series show IC50 in µM | 0.6% of 340,000 active | MgcRacGAP-stimulated Rac1 GTP hydrolysis, ADP Hunter fluorescence; higher % means a stronger effect; GST-tagged Rac1 F28L mutant substrate | Rac GTPase-activating protein 1 (Homo sapiens);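 active means first-screen hits whose inhibition reached a set limit at any dose in the follow-up dose series; inconclusive means inhibition above the set first-screen limit but never retested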;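 further: fluorescence reports GDP produced by GAP-driven GTP hydrolysis; strong numbers were not always called active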
NTR1 agonist = agonists of NTR1, primary screen, imaging, U2OS cells, beta-arrestin-GFP, high content (AID 493036). activation, % at 20 µM. NTR1-U2OS beta-arrestin-GFP spot imaging, agonist mode. Neurotensin receptor type 1 (Homo sapiens), P30989. 0.17% of 330,000 active;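 active means activation at or above 40% of the spot to cytoplasm intensity ratio, with at least 20 cells analyzed; inconclusive means wells under 20 cells, flagged as cytotoxic or low count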;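 further: 0% = DMSO without peptide and 100% = 100 nM NTR1 peptide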
Target sequence (P30989 whole entry, looked up): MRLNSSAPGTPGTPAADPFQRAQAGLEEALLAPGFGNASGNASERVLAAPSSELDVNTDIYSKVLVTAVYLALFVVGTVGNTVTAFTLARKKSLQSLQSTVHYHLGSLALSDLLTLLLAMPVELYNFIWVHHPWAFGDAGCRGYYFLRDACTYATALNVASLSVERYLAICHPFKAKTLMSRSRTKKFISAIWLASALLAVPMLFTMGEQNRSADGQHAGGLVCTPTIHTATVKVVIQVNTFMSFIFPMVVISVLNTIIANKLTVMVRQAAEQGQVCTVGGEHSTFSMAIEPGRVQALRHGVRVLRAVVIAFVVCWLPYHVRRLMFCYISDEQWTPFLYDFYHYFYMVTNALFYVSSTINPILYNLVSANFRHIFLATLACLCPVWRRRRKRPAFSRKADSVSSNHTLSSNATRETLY
KOR beta-arrestin-1 = KOR antagonists, beta-arrestin recruitment, cell-based, luminescence, uHTS (AID 1778). inhibition, % at 10 µM, or IC50 in µM where a hit was titrated. Kappa-type opioid receptor (Homo sapiens). 0.091% of 290,000 active. KOR beta-arrestin recruitment, luminescence, antagonist mode; higher % means a stronger effect; in the data active means inhibition above about 50%; further: strong numbers were not always called active
GPR55 activation = GPR55 agonists via beta-arrestin recruitment, primary screen, imaging, U2OS cells, beta-arrestin-GFP redistribution (AID 1961); G-protein coupled receptor 55 (Homo sapiens); U2OS GPR55 beta-arrestin-GFP redistribution imaging; higher % means a stronger effect; one-dose activation, % at 10 µM; EC50 in µM for titrated hits; 0.048% of 290,000 active;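 active means activation above 40% with more than 50 cells counted in the well; inconclusive means wells holding fewer than 50 cells, flagged as toxic or sparse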;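 further: U2OS osteosarcoma cells stably expressing GPR55 and beta-arrestin-GFP; plate controls were DMSO negative control for no effect and LPI positive control for full effect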
GPR55 antagonists = GPR55 antagonists blocking LPI-driven arrestin recruitment, primary screen, imaging, U2OS, beta-arrestin-GFP, LPI agonist (AID 2013) | inhibition, % at 10 µM, or IC50 in µM where a hit was titrated | U2OS GPR55 beta-arrestin-GFP translocation imaging, LPI antagonism; higher % means a stronger effect | 0.13% of 290,000 active;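 active means spots per cell inhibited over 60%, with over 100 cells counted and total cytoplasm intensity under 500,000; inconclusive means wells with under 100 cells, flagged as likely toxic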;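 further: U2OS cells stably carrying GPR55 and arrestin-GFP stimulated by 5 µM LPI near EC80; imaged beta-arrestin-GFP aggregate spots per cell after agonist stimulation; plate controls were LPI-stimulated DMSO wells for no effect and DMSO wells without LPI for full effect; some results filed as inactive read as strong as hits; confirmed hits need IC50 under 10 µM and bright autofluorescent wells are also inconclusive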
GPR35 arrestin U2OS = GPR35 antagonists blocking zaprinast-driven arrestin recruitment, primary screen, imaging, U2OS, beta-arrestin-GFP, zaprinast agonist (AID 2058); G-protein coupled receptor 35 (Homo sapiens); 0.052% of 290,000 active; U2OS GPR35 beta-arrestin-GFP translocation imaging, zaprinast antagonism; higher % means a stronger effect; one-dose inhibition, % at 10 µM; IC50 in µM for titrated hits;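 active means inhibition of at least 50% with at least 30 cells and total cytoplasm GFP at most 10,000,000; inconclusive means under 30 cells or total GFP of 10,000,000 plus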
KOR beta-arrestin-2 = KOR agonists, beta-arrestin recruitment, primary screen, cell-based, luminescence, uHTS (AID 1777) | Kappa-type opioid receptor (Homo sapiens) | KOR beta-arrestin recruitment, luminescence; higher % means a stronger effect | activation, % at 10 µM, or EC50 in µM where a hit was titrated | 0.02% of 280,000 active; in the data active means activation above about 50%, passing the limit was not always enough; further: a part of the inactive calls stands beside numbers as strong as those of hits
NOD1 inhibition = NOD1 signaling inhibitors, primary screen, cell-based, luminescence, uHTS (AID 1578). 1% of 290,000 active. NOD1-driven NF-kB luciferase reporter cells, luminescence; higher % means a stronger effect. inhibition, % at 4 µM, or EC50 in µM where a hit was titrated; in the data active means inhibition mostly above about 36%, no sharp cut-off; inactive means mostly below about 34%;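 further: HEK-293T reporter cells stimulated with the NOD1 agonist gamma-tri-DAP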
UTI89 phage lysis = inhibition of K1F phage lysis, E. coli UTI89, bacterial capsule biogenesis inhibitors, alamar blue (AID 488966); 0.02% of 340,000 active; one-dose inhibition, % at 100 µM; IC50 in µM for titrated hits; E. coli UTI89 K1F phage lysis, alamar blue, 2 h; higher % means a stronger effect;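 active means phage lysis inhibition, versus mean bacterial control, above a set limit; inconclusive means no clear call, values can overlap the other calls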;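 further: capsule biogenesis inhibitors block K1F phage lysis so surviving cells raise fluorescence; higher fluorescence means more inhibition of phage lysis; actives were called in the ten point dose series up to 300 µM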
NTR1 agonist cell count 20 µM = second read-out of NTR1 agonist, no call of its own (marks repeat the call); cell count; measured here: cell count, cytotoxicity flag
* = called active by the depositor; ? = inconclusive; / = no result given; [ ] = remark or other dose.

SMILES	Rac1 GTP hydrolysis	NTR1 agonist	NTR1 agonist cell count 20 µM	KOR beta-arrestin-1	GPR55 activation	GPR55 antagonists	GPR35 arrestin U2OS	KOR beta-arrestin-2	NOD1 inhibition	UTI89 phage lysis
Cc1cccc(C2c3[nH]c4ccccc4c3CCN2C(=O)c2cn(C)c3ccccc3c2=O)n1 (stereo not drawn)	11%	-1.5	111	-22%[20 µM]	0.2%	2%	-3%	/	-29%	0.2%
COc1ccc(C)cc1Nc1nc(C)nc2c1oc1ccccc12	9%	7.5	84	0%	-0.1%	20%	-2%	-0.3%	-4%	0.1%
Fc1ccccc1Nc1nc(Cl)nc(Cl)n1	7%	0.5	46	11%	-0.3%	7%	-8%	-4.1%	-5%	0.2%
Nc1nc2n(n1)C(c1ccco1)CC(c1ccc(Cl)cc1Cl)N2 (stereo not drawn)	-16%	-1.2	48	-25%	0.1%	-10%	3%	0.8%	-31%	-1.0%
CCOCCCn1c(C)nc2c(c1=O)c1nc3ccccc3nc1n2CCC1=CCCCC1	12%	28	46	10%	0.3%	9%	8%	4.2%	2%	-0.3%
CN(CC(=O)NCc1ccncc1)S(=O)(=O)c1ccc(Br)cc1	-13%	-0.7	69	-2%	-0.1%	5%	-4%	-0.1%	-16%	-0.4%
COc1cc(S(=O)(=O)NC2CCCCC2C)ccc1-n1cnnn1 (stereo not drawn)	3%	-0.3	60	-4%[20 µM]	0.1%	-1%	12%	-2.2%	-4%	-2.1%
Cc1ccccc1C(=O)c1cn[nH]c1-c1ccccc1O	5%	-0.7	84	-5%	0.0%	-1%	-1%	-2.3%	-9%	0.1%
O=c1c(-c2ccc(Cl)cc2)c[nH]n1-c1ccccc1	?	-0.5	37	-24%	0.5%	12%	18%	0.8%	-6%	0.1%
O=C(NCc1ccco1)c1ccc(COc2cc(Cl)ccc2Cl)cc1	12%	0.6	43	3%	0.3%	11%	-7%	2.2%	-32%	1.1%
COCCN(C(=S)Nc1cc(C)cc(C)c1)C(C)c1cccnc1 (stereo not drawn)	-3%	1.6	57	8%	-0.2%	-5%	-6%	19%	54%	1.7%
O=C1c2[nH]nc(-c3ccccc3O)c2C(c2cccc(O)c2)N1Cc1ccco1 (stereo not drawn)	15%	3.6	38	-3%	0.0%	1%	8%	-0.9%	-4%	0.4%
COC(=O)c1cc(Cl)c(NC(=O)/C=C/c2ccc(Cl)cc2)cc1OC	11%	-1.2	55	-15%	-0.3%	3%	-7%	-3.7%	-24%	0.1%
Cn1c(-c2cccc([N+](=O)[O-])c2)[n+](C)c2ccccc21	2%	0.2	27	-25%	-0.3%	-2%	-12%	2.3%	-18%	-0.5%
CN(Cc1ccccc1)c1ncnc2ccc(Br)cc12	5%	4.3	61	8%	-0.2%	28%	-4%	-1.9%	10%	3.9%
COc1cccc(CNC(=O)CCCCCn2c(=S)[nH]c3ccc(N4CCOCC4)cc3c2=O)c1	/	7.9	103	-12%	0.2%	2%	14%	44%	-34%	/
CCOC(=O)c1c(NC(=O)Cn2nc(C(=O)O)c3ccccc3c2=O)sc(C)c1C	9%	7.7	62	9%	-0.2%	7%	10%	-0.2%	-5%	0.9%[50 µM]
Cc1ccc(Cl)cc1NC(=S)N(Cc1cccs1)C1CCCC1	-5%	3.9	52	5%	-0.4%	-10%	-12%	13µM*	5%	0.0%
Cc1ccccc1OCC(O)CN1CCCCC1 (stereo not drawn)	1%	-1.1	56	-31%[20 µM]	-0.1%	5%	1%	/	26%	0.6%
CCC(C)Nc1c([N+](=O)[O-])cc(C)cc1[N+](=O)[O-] (stereo not drawn)	5%	1.2	66	-17%	0.1%	6%	-1%	-2.8%	3%	0.3%
COc1ccc(CN(C)S(=O)(=O)c2ccc3c(c2)OCCO3)cc1	4%	0.8	62	13%	-0.1%	3%	8%	0.3%	-60%	-0.4%
O=C(CSc1n[nH]c(-c2ccccn2)n1)Nc1ccccc1F	4%	2.4	52	2%	0.0%	-1%	0%	-0.6%	-20%	0.3%
O=C(CCc1nnc(CCC2CCCCC2)o1)NCCn1cccn1	7%	1.4	33	-15%	-0.2%	-7%	0%	-3.9%	-32%	0.4%
O=C(Nc1cc(Br)ccc1O)c1cnn2c(C(F)F)cc(C3CC3)nc12	-5%	9.2	44	-20%	0.7%	-2%	-10%	3.0%	-61%	-0.8%
CC(=O)c1cccc(NC(=O)Cc2cccs2)c1	3%	0.2	60	12%	0.2%	-5%	8%	/	-8%	-0.5%
SMILES	Rac1 GTP hydrolysis	NTR1 agonist	NTR1 agonist cell count 20 µM	KOR beta-arrestin-1	GPR55 activation	GPR55 antagonists	GPR35 arrestin U2OS	KOR beta-arrestin-2	NOD1 inhibition	UTI89 phage lysis
COc1ccc(C(C(=O)NCCC(C)C)N(CCO)C(=O)c2snc(C(N)=O)c2N)cc1OC (stereo not drawn)	0%	-0.4	47	25%[20 µM]	0.2%	-27%	-1%	-8.8%	-33%	-1.0%
CC(C)(C)C(=O)NCC12C=CC(O1)C1C(=O)N(c3ccccc3)C(=O)C12 (stereo not drawn)	2%	0.4	49	-22%	0.4%	8%	6%	-1.5%	-29%	-4.6%
CC1CCCN(S(=O)(=O)c2cc3c4c(c2)C(C)C(=O)N4CCC3)C1 (stereo not drawn)	16%	0.2	81	-9%	-0.1%	9%	-3%	-6.9%	-15%	0.4%
CC(C)NS(=O)(=O)c1ccc(CCC(=O)N2CCCCC2)cc1	4%	1.3	59	-17%[20 µM]	0.2%	4%	-18%	-9.3%	-23%	0.2%
O=C(CCC(=O)Nc1nnc(C2CCCCC2)s1)Nc1ccc(F)cc1	7%	2.0	60	12%	0.2%	-20%	-7%	-6.1%	-3%	0.2%
O=C(CCS(=O)(=O)c1cccc2nonc12)Nc1cccc2c1CCCC2	10%	0.0	83	-12%	0.3%	-5%	3%	5.6%	-28%	0.2%
O=C1CC2CS(=O)(=O)CC2N1C1CCCCC1 (stereo not drawn)	3%	1.9	69	6%	-0.1%	9%	-15%	1.4%	-13%	6.0%
Cc1ccccc1C(=O)N(C)Cc1ccccc1	9%	0.6	61	37%	-0.1%	6%	8%	0.9%	-28%	1.3%
CCOc1ccc(C(=O)OCC(=O)N2CCCC2)cc1OCC	2%	0.4	51	0%	/	1%	-6%	-3.1%	-27%	0.4%
Cc1cc(=O)[nH]c(Nc2c(C)n(C)n(-c3ccccc3)c2=O)n1	-6%	0.0	48	-2%	0.5%	15%	-14%	-0.8%	/	-0.8%[50 µM]
COC(=O)/C=C1\SC(N2CCOCC2)=C(c2ccc(OC)cc2)C1=O	1%	2.7	51	-24%	-0.3%	14%	3%	3.5%	-24%	-1.2%
Cc1ccc(CCNC(=O)CCS(=O)(=O)c2ccc3nc(C)sc3c2)cc1	-17%	0.4	65	17%[20 µM]	-0.3%	-13%	0%	-1.9%	-4%	-2.3%
COCCCNC(=O)c1cn(C)c(=O)c2c1c1ccccc1n2C	7%	0.6	76	4%	0.7%	2%	18%	0.3%	-6%	1.2%
COc1ccc(NC(=O)c2ccc3ccccc3c2)cc1	5%	-0.6	42	-35%[20 µM]	-0.2%	2%	-1%	3.9%	-79%	-0.1%
COc1ccc(C)cc1S(=O)(=O)Nc1ccc2c(c1)OCO2	6%	1.5	33	40%	-0.2%	-3%	-10%	-2.4%	-23%	0.9%

Seven records drawn at random from those above, as already listed:
SMILES	Rac1 GTP hydrolysis	NTR1 agonist	NTR1 agonist cell count 20 µM	KOR beta-arrestin-1	GPR55 activation	GPR55 antagonists	GPR35 arrestin U2OS	KOR beta-arrestin-2	NOD1 inhibition	UTI89 phage lysis
O=C(CCC(=O)Nc1nnc(C2CCCCC2)s1)Nc1ccc(F)cc1	7%	2.0	60	12%	0.2%	-20%	-7%	-6.1%	-3%	0.2%
CC(C)(C)C(=O)NCC12C=CC(O1)C1C(=O)N(c3ccccc3)C(=O)C12 (stereo not drawn)	2%	0.4	49	-22%	0.4%	8%	6%	-1.5%	-29%	-4.6%
CC1CCCN(S(=O)(=O)c2cc3c4c(c2)C(C)C(=O)N4CCC3)C1 (stereo not drawn)	16%	0.2	81	-9%	-0.1%	9%	-3%	-6.9%	-15%	0.4%
Cc1cc(=O)[nH]c(Nc2c(C)n(C)n(-c3ccccc3)c2=O)n1	-6%	0.0	48	-2%	0.5%	15%	-14%	-0.8%	/	-0.8%[50 µM]
COc1ccc(C(C(=O)NCCC(C)C)N(CCO)C(=O)c2snc(C(N)=O)c2N)cc1OC (stereo not drawn)	0%	-0.4	47	25%[20 µM]	0.2%	-27%	-1%	-8.8%	-33%	-1.0%
O=C(CCS(=O)(=O)c1cccc2nonc12)Nc1cccc2c1CCCC2	10%	0.0	83	-12%	0.3%	-5%	3%	5.6%	-28%	0.2%
COc1ccc(NC(=O)c2ccc3ccccc3c2)cc1	5%	-0.6	42	-35%[20 µM]	-0.2%	2%	-1%	3.9%	-79%	-0.1%

Three entries out of the list, ordered by length of the SMILES, low to high.
SMILES	Rac1 GTP hydrolysis	NTR1 agonist	NTR1 agonist cell count 20 µM	KOR beta-arrestin-1	GPR55 activation	GPR55 antagonists	GPR35 arrestin U2OS	KOR beta-arrestin-2	NOD1 inhibition	UTI89 phage lysis
CCOc1ccc(C(=O)OCC(=O)N2CCCC2)cc1OCC	2%	0.4	51	0%	/	1%	-6%	-3.1%	-27%	0.4%
O=C(CCC(=O)Nc1nnc(C2CCCCC2)s1)Nc1ccc(F)cc1	7%	2.0	60	12%	0.2%	-20%	-7%	-6.1%	-3%	0.2%
COc1ccc(C(C(=O)NCCC(C)C)N(CCO)C(=O)c2snc(C(N)=O)c2N)cc1OC (stereo not drawn)	0%	-0.4	47	25%[20 µM]	0.2%	-27%	-1%	-8.8%	-33%	-1.0%

Compound activity: PubChem BioAssay, several laboratories

Only part of the results is shown; the hit share may differ from the screen's.
